# Cycloheximide cs: affects cycloheximide protein synthesis inhibition readout, counter-screen; actives 12% (n = 300,000); max response, %; cell reporter, cycloheximide protein synthesis inhibition counterscreen; AID 2314; in the data active = max response mostly above about 13%, no sharp cut-off; inactive = mostly below about 14%; also: read at 38.3 µM for the half of the compounds with a filed dose; 0% is about no effect
# Giardia FBPA inh: Giardia lamblia aldolase inhibition | A8B2U2 | purified Giardia FBPA | Potency, µM (series often up to 59.6 µM), for inactives: at the highest dose activity, negative = inhibition, most hits filed as inhibitors | actives 0.71% (n = 290,000); also: potency is read from the fitted curve at half-maximal effect; % is scaled to controls: 0 for no effect and ±100 for the full control effect; nearly all actives have a fitted effect of over 55% in size
# Target sequence (A8B2U2 whole entry, looked up): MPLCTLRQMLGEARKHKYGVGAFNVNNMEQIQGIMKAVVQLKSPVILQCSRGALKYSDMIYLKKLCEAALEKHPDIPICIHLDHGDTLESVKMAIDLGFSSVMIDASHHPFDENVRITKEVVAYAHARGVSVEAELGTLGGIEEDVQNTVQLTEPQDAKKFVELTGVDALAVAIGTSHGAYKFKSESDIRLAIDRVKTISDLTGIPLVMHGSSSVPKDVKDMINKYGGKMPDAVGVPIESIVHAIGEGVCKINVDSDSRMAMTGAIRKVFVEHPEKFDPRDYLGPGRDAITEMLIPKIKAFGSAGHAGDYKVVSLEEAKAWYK
#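 40 nM FBPA preincubated 10 min at RT with compound (up to 57.5 uM final), then substrate plus GAPDH/TPI/NAD/arsenate coupling and diaphorase/resazurin added. Fluorescence read after 20 min at RT, 525/598 nm.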
# Pf growth 96h: P. falciparum growth inhibition at 96 hour, primary screen for plastid delayed-death inhibitors. P. falciparum luciferase reporter growth, 96 h. Potency, µM (highest dose often 28.7 µM), without a hit: at the top dose activity change, negative = inhibition, hits mostly inhibitors. actives 6.9% (n = 320,000). AID 504834; also: potency is read from the fitted curve at half-maximal effect; % is scaled to controls: 0 for no effect and ±100 for the full control effect
#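 96 h incubation, 37 C, 5% CO2, of luciferase-reporter P. falciparum-infected RBCs (2% hematocrit, 0.05% parasitemia final) with test compounds; endpoint luminescence.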
# Pf growth 48h: inhibits P. falciparum growth in the first generation, 48 h; P. falciparum luciferase growth in erythrocytes, 48 h; Potency, µM (titrated, usually from 28.7 µM), for inactives: at the top dose activity change, negative = inhibition, hits mostly inhibitors; actives 5.9% (n = 310,000); AID 504832; also: potency is read from the fitted curve at half-maximal effect; % is scaled to controls: 0 for no effect and ±100 for the full control effect
#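 Parasite viability was followed by luminescence of a genomically integrated firefly luciferase. Cultures held 0.1% parasitemia at 2% hematocrit (final), incubated under 5% CO2 at 37 C.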
# Shiga inhibitor: blocks Shiga toxin action in Vero cells. Vero cells, Shiga toxin protein synthesis inhibition reporter. inhibition, % at 38.7 µM. actives 9.2% (n = 290,000); in the data active = inhibition mostly above about 28%, no sharp cut-off; inactive = mostly below about 43%; also: 0% is about no effect
# HCV inh: HCV inhibition. Potency, µM (titrated, usually from 41.8 µM), without a hit: top-dose activity change, negative = inhibition, actives largely listed as inhibitors. Huh7.5.1 HCVcc-Cre infection, luciferase reporter, 44 h. actives 3.4% (n = 340,000); also: potency is read from the fitted curve at half-maximal effect; % is scaled to controls: 0 for no effect and ±100 for the full control effect
#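 Cells seeded at 1,000/well and cultured 4 h, then compounds added followed by HCVcc-Cre virus (~0.5 moi). After 44 h further culture, luciferase substrate was added, plates held 15 min at room temperature, and luminescence read for 15 sec.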
# Starred values were filed as active, the others as inactive; ? = inconclusive; / = not tested or not shown; [ ] = remark or other dose. Unless noted, calls follow the shape of the dose curve; as a rule, active = well fitted curve in the direction sought with a large enough effect; inconclusive = small, poorly fitted or top-dose-only effect, or another doubt; inactive = no such curve, though single readings can be large; an effect the other way counts as inactive or inconclusive.
SMILES,Cycloheximide cs,Giardia FBPA inh,Pf growth 96h,Pf growth 48h,Shiga inhibitor,HCV inh
Cc1ccc(S(=O)(=O)NNC(=O)Nc2ccccc2F)c(C)c1,5.1,/,-11.1%,15.2%,15.8,7.5%
Cc1cc(C)n(CCC(=O)N2c3ccccc3CC2C)n1 (stereo not drawn),-4.3,-4.8%,?,-11.7%,-7.6,7.8%
O=C(Nc1ccc(S(=O)(=O)Nc2ncccn2)cc1)C1CC(=O)N(c2ccccc2)C1 (stereo not drawn),/,/,18.8%,11.7%,/,12.4%
O=C(CSc1nnc2c(Cl)cc(Cl)cn12)N1CCN(S(=O)(=O)c2ccccc2)CC1,-3.5,10.7%,?,?,-5.8,5.1%
CC(C)C1=Nc2cccc3cccc(c23)N1,-2.2,?,-18.3%,?,-25.8,?
Cc1ccc(/C(N)=N/OC(=O)c2ccc(Cl)cc2Cl)cc1,82.0*,-6.7%,-9.5%,120.0%[activator],92.0*,?
CC(=O)Nc1ccc(C(=O)Cn2nnc3ccccc3c2=O)cc1,13.4*,6.8%,4.0%,54.7%[activator],49.6*,/
Cc1ccc(CCNC(=O)CCNS(=O)(=O)c2ccc3c(c2)c(=O)n(C)c(=O)n3C)cc1,1.4,7.6%,27.6%,-1.9%,11.9,/
CC(=O)Nc1ccc(NC(=O)C2CCCN2C(=O)NCc2ccccc2)cc1 (stereo not drawn),-6.1,2.3%,-9.4%,?,-2.8,6.7%
CC(=O)c1ccccc1NC(=O)COC(=O)c1c(C)nn(-c2ccccc2)c1C,/,/,73.0%[activator],24.3%,/,?
Cc1ccc(S(=O)(=O)NNc2ccccc2)c(C)c1,10.0,?,-10.0%,12.1%,11.6,3.1%
COc1ccc([C@H]2CC(=O)C=C(c3ccc(OC)c(F)c3)C2)cc1,/,/,86.5%[activator],?,/,-6.7%
COc1cc(/C=C/c2[nH]c(=O)[nH]c(=O)c2[N+](=O)[O-])cc(OC)c1O,-2.6,-16.9%,?,-11.5%,-8.0,7.6%
N#C/C(=C\c1cccc(Cl)c1)C(=O)c1ccccc1,-2.0,?,0.0%,4.6%,-2.9,-1.0%
N#Cc1ccc(CSc2nnc(NC(=O)CN3C(=O)C4CC=CCC4C3=O)s2)cc1 (stereo not drawn),8.8,17.4%,12.8%,/,-11.7,14.5%
Cc1cc(=O)c(C(=O)Nc2cccc(C(=O)NC3CC3)c2)nn1-c1ccccc1Cl,/,/,7.38µM*,?,/,?
CC(Oc1ccc(S(=O)(=O)N2CCCC2)cc1[N+](=O)[O-])C(=O)NC(C)c1ccccc1 (stereo not drawn),/,/,?,-26.6%,/,-13.8%
COc1cc(C(=O)Nc2ccc3c(c2)ncn3C)cc(OC)c1OC,9.2,?,-17.4%,?,/,-12.0%
CSc1ccc(/C=N/N2CCN(Cc3ccc(Cl)cc3)CC2)cc1,-1.0,1.7%,0.3%,-1.7%,-9.0,9.7%
O=S1(=O)[C@H]2C[C@@H]3C=C[C@@]2(CN1Cc1cccc(Cl)c1)O3,6.0,8.8%,4.9%,-9.9%,15.0,7.7%
CS(=O)(=O)c1ccc(NC(=O)C2CC(=O)N(c3ccc4c(c3)OCCO4)C2)cc1 (stereo not drawn),/,/,-7.3%,-13.9%,/,-8.4%[8.37 µM]
Cc1ccc(/C(N)=N/OC(=O)c2cccs2)cc1,39.0*,1.5%,87.6%[activator],215.0%[activator],37.2*,12.2%
COC(=O)c1ccc(N2NC(=O)/C(=C/c3cc(OC)c(OC)c(OC)c3)C2=O)cc1,-8.0,2.4%,25.1%,?,-6.7,20.2%
c1cc(CNC2=NCCCCC2)ccn1,-2.9,0.1%,/,7.0%,-7.4,5.0%
CCOC(=O)N1CCN(C(=O)CS(=O)Cc2nc(-c3cccc(C)c3)oc2C)CC1 (stereo not drawn),-9.4,2.3%,11.2%,/,-15.7,-0.2%

# 4 consecutive compounds already listed:
SMILES,Cycloheximide cs,Giardia FBPA inh,Pf growth 96h,Pf growth 48h,Shiga inhibitor,HCV inh
Cc1ccc(/C(N)=N/OC(=O)c2cccs2)cc1,39.0*,1.5%,87.6%[activator],215.0%[activator],37.2*,12.2%
COC(=O)c1ccc(N2NC(=O)/C(=C/c3cc(OC)c(OC)c(OC)c3)C2=O)cc1,-8.0,2.4%,25.1%,?,-6.7,20.2%
c1cc(CNC2=NCCCCC2)ccn1,-2.9,0.1%,/,7.0%,-7.4,5.0%
CCOC(=O)N1CCN(C(=O)CS(=O)Cc2nc(-c3cccc(C)c3)oc2C)CC1 (stereo not drawn),-9.4,2.3%,11.2%,/,-15.7,-0.2%

# 2 entries from above, with values under each structure:
# Below each compound: Cycloheximide cs, Giardia FBPA inh, Pf growth 96h, Pf growth 48h, Shiga inhibitor, HCV inh
- COc1cc(C(=O)Nc2ccc3c(c2)ncn3C)cc(OC)c1OC
→ 9.2, ?, -17.4%, ?, /, -12.0%
- CSc1ccc(/C=N/N2CCN(Cc3ccc(Cl)cc3)CC2)cc1
→ -1.0, 1.7%, 0.3%, -1.7%, -9.0, 9.7%

# Entries of single compounds as entered above. Order of screens: Cycloheximide cs | Giardia FBPA inh | Pf growth 96h | Pf growth 48h | Shiga inhibitor | HCV inh
# Shown for Cc1cc(C)n(CCC(=O)N2c3ccccc3CC2C)n1 (stereo not drawn) = -4.3 | -4.8% | ? | -11.7% | -7.6 | 7.8%
# Shown for COC(=O)c1ccc(N2NC(=O)/C(=C/c3cc(OC)c(OC)c(OC)c3)C2=O)cc1 = -8.0 | 2.4% | 25.1% | ? | -6.7 | 20.2%

# Following part
SMILES,Cycloheximide cs,Giardia FBPA inh,Pf growth 96h,Pf growth 48h,Shiga inhibitor,HCV inh
CC(C)Nc1nc(Cl)nc(N(C#N)CN2C(=O)c3ccccc3S2(=O)=O)n1,6.5,-18.7%,16.7%,12.2%,-1.0,-0.4%
CN(C)S(=O)(=O)c1ccc(N2CCCC2)c(C(=O)Nc2ccccc2F)c1,/,/,?,?,/,2.7%
CN1C(=O)C(CCC(N)=O)NC1=S (stereo not drawn),-0.4,-4.2%,21.7%,7.7%,-14.8,16.0%
N#Cc1c(-c2ccc(F)cc2)cc(-c2ccccc2)nc1SCC(=O)NCC(=O)O,-1.6,7.06µM*,-0.4%,39.6%[activator],43.8,3.2%
COc1ccc(-c2csc(NC(=O)c3cc(C)on3)c2C#N)cc1OC,9.3,-3.4%,12.1%,-1.3%,-12.6,-2.7%
CS(=O)(=O)/C(C#N)=C\c1cnc(S(=O)(=O)c2ccccc2)s1,31.4*,?,-7.9%,30.1%[activator],36.1,/
Clc1ccc(OCc2nnc(SCCN3CCCCC3)n2Cc2ccco2)cc1,-2.7,8.2%,61.6%[activator],?,-17.5,?
N#Cc1cc2c(nc1SCC(=O)O)CCCCC2,19.0,?,32.1%[activator],22.7%,57.7,2.3%
CCOC(=O)[C@H]1[C@H]2COc3ccc(C)cc3[C@@H]2N2C(=O)c3cc(OC)c(OC)cc3NC(=O)[C@@]12C,/,/,?,11.7µM*,/,?
CC1=CC(C)(C)N(C(=O)CSc2ncn[nH]2)c2ccccc21,-2.1,?,-20.0%,/,23.2,-8.7%
Cc1cccc(C)c1NC(=O)NCCSc1snnc1C,-0.9,6.5%,1.8%,-18.7%,-5.1,22.9%
COc1cccc(CN(C)C(=O)c2cccc(OC3CCN(C4CCCC4)CC3)c2)c1,-0.6,0.8%,39.1%[activator],?,-1.8,?
O=C(NC(Cc1c[nH]c2ccccc12)c1nnc2n1CCCCC2)c1cccs1 (stereo not drawn),-3.9,0.5%,375.7%[activator],1.8%,-5.1,16.1%
COC(=O)Cn1c(=NC(=O)c2cc(-c3cccs3)nc3ccccc23)sc2cc(S(N)(=O)=O)ccc21,1.5,-0.1%,?,?,-5.0,?
COc1ccc(NC(=S)NCCCN2CCCC2=O)c(OC)c1,6.3,?,?,16.4%,36.8,-9.5%
CCOC(=O)c1c(C)[nH]c(C(=O)/C(C#N)=C/c2ccc(OCC)cc2)c1C,8.3,-1.6%,-4.7%,-13.5%,13.1,?
C[C@@H]1CN(C(=O)c2ccc(OC3CCN(S(=O)(=O)N(C)C)CC3)cc2)C[C@H](C)O1,10.1,-6.3%,?,-11.0%,-2.1,19.2%
Cc1ccc(CNS(=O)(=O)c2c(C)[nH]c(C)c2C(=O)N2CCCCC2)cc1,-3.1,/,26.7%,-6.3%,18.1,4.3%
COc1ccc(N2C(=O)CCC(C(=O)N3CCCCC3)C2c2ccc(F)cc2)cc1 (stereo not drawn),-3.3,4.0%,/,7.3%,9.3,5.4%
Cc1cccc(NC(=O)CCN2CCOCC2)c1,1.6,-0.1%,/,10.2%,-2.8,-0.7%
Cc1ccc(C(=O)NNC(=O)c2csc(N3CCOCC3)n2)s1,/,/,1.9%,23.5%,/,-8.9%
O=C(c1cccs1)N1CCN(c2ccccc2)CC1,4.2,5.3%,27.0%,-3.3%,22.1,2.7%
CCC(=O)c1c(OCc2ccccc2)ccc2c(C)cc(=O)oc12,6.8,2.2%,-24.0%,-10.0%,-7.2,/
C=CCC(Nc1ccco1)c1ccccc1 (stereo not drawn),3.4,-19.5%,4.2%,-24.7%,2.2,5.1%
O=C(O)c1cccc(Nc2ncnc3ccc(Br)cc23)c1,24.9*,-20.1%,27.8%,6.7%,42.9*,-3.2%

# Three entries drawn at random from those above:
SMILES,Cycloheximide cs,Giardia FBPA inh,Pf growth 96h,Pf growth 48h,Shiga inhibitor,HCV inh
N#Cc1cc2c(nc1SCC(=O)O)CCCCC2,19.0,?,32.1%[activator],22.7%,57.7,2.3%
O=C(NC(Cc1c[nH]c2ccccc12)c1nnc2n1CCCCC2)c1cccs1 (stereo not drawn),-3.9,0.5%,375.7%[activator],1.8%,-5.1,16.1%
CC(=O)Nc1ccc(NC(=O)C2CCCN2C(=O)NCc2ccccc2)cc1 (stereo not drawn),-6.1,2.3%,-9.4%,?,-2.8,6.7%

# (continued)
SMILES,Cycloheximide cs,Giardia FBPA inh,Pf growth 96h,Pf growth 48h,Shiga inhibitor,HCV inh
Cc1cccc(N(CC(=O)Nc2ccc(F)cc2)S(C)(=O)=O)c1,0.9,-0.8%,38.2%[activator],/,-11.3,6.5%
CN(Cc1ccc(Cl)s1)C(=O)CN1C(=O)N(C)C2(CCCCC2)C1=O,/,/,30.6%[activator],1.3%,/,7.4%
O=C(O)CC1(CC(=O)NCc2ccc(F)cc2)CCCCC1,8.7,9.4%,32.2%[activator],28.4%,13.1,-1.4%
COc1ccc(NC(=O)CN(C)C(=O)c2cn(-c3ccccc3)nc2-c2ccc(F)cc2)cc1,/,/,?,11.7µM*,/,11.2µM*
CC(=O)C1CCCN(C(=O)c2ccc3oc(CCc4ccccc4)nc3c2)C1 (stereo not drawn),36.5*,16.9%,3.4%,72.3%[activator],89.2*,?
COc1ccc(-c2ccnc3c(C#N)cnn23)cc1,-3.5,5.7%,48.2%[activator],29.7%,-3.6,12.3%
CCCN1CCC(=O)N([C@H](CO)c2ccccc2)CC1,-0.8,3.2%,-34.5%,30.3%[activator],-4.0,22.9%
CCn1ncc(C2=NOC(C(=O)Nc3ccccc3C(=O)OC)C2)c1C (stereo not drawn),-1.9,0.4%,?,-6.5%,19.3,?
O=C(NC1=C(Nc2ccc(Cl)cc2)C(=O)c2ccccc2C1=O)c1ccccc1,24.3*,?,0.104µM*,0.131µM*,37.5,?
O=C(Cc1ccc([N+](=O)[O-])cc1)Nc1nccs1,5.4,-5.1%,-19.8%,-0.4%,-2.2,-5.7%
CCN(CC)S(=O)(=O)c1ccc(N2CCCCC2)c(NC(=O)/C=C/c2ccc(OC)c(OC)c2)c1,0.4,4.5%,10.4µM*,9.28µM*,16.6,?
O=C1CCN(CCc2ccccc2)CCN1[C@H](CSc1ccc(Br)cc1)Cc1ccccc1,-4.6,-4.0%,8.28µM*,13.1µM*,-5.5,-17.1%

# Source: PubChem BioAssay (National Center for Advancing Translational Sciences (NCATS))
